TR-FRET SRC-2 ct: TR-FRET signal artefacts, primary screen, artefact control for PPARgamma SRC-2 agonist project, biochemical | TR-FRET artefact counter-screen; hits give high values | TR-FRET ratio at 8 µM | actives 0.4% (n = 200,000); in the data active = TR-FRET ratio above about 2000; note: inactives centre near 1500
bIAP inhibitor: bovine intestinal alkaline phosphatase inhibitors, primary screen, selectivity assay for TNAP inhibitor project, biochemical, bovine IAP, CDP-star luminescence | alkaline phosphatase, intestinal [Bos taurus] | purified bovine IAP, 30 min | inhibition, % at 20 µM | 190,000 tested, under 10 active;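 active = over 50% inhibition of intestinal alkaline phosphatase at 20 µM in the single-dose screen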
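System: Purified bovine intestinal alkaline phosphatase (IAP) enzyme | Input: IAP diluted 1/65,000,000 in the well | Also added: CDP-star chemiluminescent phosphatase substrate, 30 µM final | Dosing: 20 µM single dose | Times: Enzyme reaction for 30 min at room temperature | Detection: Luminescence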
PPARg SRC1 recr: PPARgamma agonists recruiting SRC-1 coactivator, primary screen, biochemical. Peroxisome proliferator-activated receptor gamma (Homo sapiens), P37231. PPARgamma-SRC-1 coactivator recruitment biochemical assay. activation, % at 8 µM. actives 0.41% (n = 200,000). AID 631, 2007; in the data active = activation above about 19%;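 note: 0% = DMSO and 100% = reference agonist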
Target sequence (P37231 whole entry, looked up): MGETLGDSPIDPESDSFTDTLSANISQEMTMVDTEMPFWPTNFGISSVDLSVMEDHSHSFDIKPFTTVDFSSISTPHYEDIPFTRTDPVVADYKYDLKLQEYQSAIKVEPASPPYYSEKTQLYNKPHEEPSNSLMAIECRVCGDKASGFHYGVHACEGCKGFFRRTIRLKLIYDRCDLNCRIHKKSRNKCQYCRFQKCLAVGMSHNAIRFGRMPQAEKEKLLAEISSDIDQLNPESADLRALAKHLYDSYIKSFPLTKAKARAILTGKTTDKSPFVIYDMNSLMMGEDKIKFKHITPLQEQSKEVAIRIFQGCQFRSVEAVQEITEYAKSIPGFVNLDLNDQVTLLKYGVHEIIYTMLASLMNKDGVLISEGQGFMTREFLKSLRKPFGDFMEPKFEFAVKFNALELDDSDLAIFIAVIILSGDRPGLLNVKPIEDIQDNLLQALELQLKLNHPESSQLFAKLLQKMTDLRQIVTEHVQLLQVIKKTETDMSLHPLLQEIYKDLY
HMGR II inh: inhibitors of E. faecalis class II HMGR, primary screen, biochemical, Enterococcus faecalis | HMG-CoA reductase (Enterococcus faecalis, mvaE) | purified E. faecalis HMGR, NADPH absorbance 340 nm kinetic | inhibition, % at 10 µM | actives 0.41% (n = 190,000);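 active = inhibition above a set limit, the median over all tested compounds plus 3 SD, cut at about 9.5% in these data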;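 note: enzyme runs in reverse so mevalonate oxidation gives rising NADPH absorbance; 0% = complete reaction with DMSO and 100% = background rate lacking mevalonate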
bIAP activator: bovine intestinal alkaline phosphatase activators, primary screen, biochemical, bovine IAP, CDP-star luminescence. purified bovine IAP, 30 min; hits give high values; fold of DMSO-control signal, blank-subtracted. activation factor at 20 µM. actives 0.17% (n = 200,000). AID 1016, 2008;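 active = activation factor of 2 or more at 20 µM, a signal rise over negative controls twice the positive control's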
PPARg SRC3 recr: PPARgamma agonists recruiting SRC-3 coactivator, primary screen, biochemical; Peroxisome proliferator-activated receptor gamma (Homo sapiens), P37231; biochemical PPARgamma/SRC-3 coactivator recruitment assay; activation, % at 8 µM; actives 0.26% (n = 200,000); AID 731, 2007; in the data active = activation above about 23%;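 note: 0% = DMSO and 100% = reference agonist; some compounds past the cut are filed as inactive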
TNAP inh hi DEA: human TNAP enzyme inhibitors, primary screen, biochemical, luminescent, high phosphate acceptor level, uHTS. Alkaline phosphatase, tissue-nonspecific isozyme (Homo sapiens), P05186. purified TNAP, CDP-star luminescence, 1 M DEA. actives 0.03% (n = 200,000). AID 1135, 2008. inhibition, % at 20 µM;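 active = over 50% inhibition of tissue-nonspecific alkaline phosphatase at 20 µM in the single-dose screen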;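 note: plate controls were DMSO wells for no effect and EDTA-quenched wells as full inhibition for full effect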
Target sequence (P05186 whole entry, looked up): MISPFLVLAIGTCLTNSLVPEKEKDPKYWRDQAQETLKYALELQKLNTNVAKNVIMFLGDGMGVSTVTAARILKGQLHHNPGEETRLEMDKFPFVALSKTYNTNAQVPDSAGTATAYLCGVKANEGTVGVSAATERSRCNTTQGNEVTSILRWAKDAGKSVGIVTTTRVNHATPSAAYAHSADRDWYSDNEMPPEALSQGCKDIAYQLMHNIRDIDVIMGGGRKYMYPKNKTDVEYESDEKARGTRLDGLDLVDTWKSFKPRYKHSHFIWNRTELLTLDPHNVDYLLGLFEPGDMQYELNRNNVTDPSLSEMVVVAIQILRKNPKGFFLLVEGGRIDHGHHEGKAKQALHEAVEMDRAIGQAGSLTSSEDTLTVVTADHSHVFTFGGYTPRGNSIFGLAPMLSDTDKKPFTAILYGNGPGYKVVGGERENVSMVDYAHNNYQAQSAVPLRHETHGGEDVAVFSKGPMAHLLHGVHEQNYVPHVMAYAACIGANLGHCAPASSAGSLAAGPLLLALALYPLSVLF
PPARg SRC2 recr: agonists of PPARg-SRC-2 recruitment, primary screen, biochemical, HTS. Peroxisome proliferator-activated receptor gamma (Homo sapiens), P37231. PPARgamma LBD-SRC-2 recruitment. activation, % at 8 µM. actives 0.34% (n = 200,000). AID 1032, 2008; in the data active = activation above about 22%;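 note: 0% = vehicle and 100% = reference agonist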
TNAP inh no acc: human TNAP enzyme inhibitors, primary screen, biochemical, luminescent, no phosphate acceptor, uHTS; purified TNAP, CDP-star luminescence, 30 min; AID 1012, 2008; inhibition, % at 20 µM; actives 0.26% (n = 200,000);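 active = tissue-nonspecific alkaline phosphatase inhibition above about 50% at 20 µM in the single-dose screen, limit read from the data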;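 note: 0% = DMSO negative control and 100% = EDTA positive control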
TNAP act hi DEA: TNAP activators at high phosphate acceptor level, primary screen, biochemical, luminescence, uHTS | Alkaline phosphatase, tissue-nonspecific isozyme (Homo sapiens), P05186 | activation factor at 20 µM | AID 1136, 2008 | purified TNAP, CDP-star luminescence, 1 M DEA, 30 min; hits give high values; 0 = EDTA background, 1 = DMSO-only activity | 200,000 tested, under 10 active;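 active = activation factor at least 2 at 20 µM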
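Measured by: Luminescent substrate turnover signal | Test system: Human TNAP | Input: TNAP 1/800 final | Dosing: 20 µM single point | Schedule: 30 min, room temperature | Controls: EDTA wells as negative control, DMSO wells as positive control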
Starred values were filed as active, the others as inactive.

Screening COc1ccc(OC)c(NC(=O)c2ccc(Cl)cc2)c1 returned TR-FRET SRC-2 ct 1544, bIAP inhibitor -6, PPARg SRC1 recr -4, HMGR II inh 2, bIAP activator 1.1, PPARg SRC3 recr 3, TNAP inh hi DEA -6, PPARg SRC2 recr 5, TNAP inh no acc -5 and TNAP act hi DEA 1.1.
`O=C(CSc1ncn[nH]1)Nc1cccc(S(=O)(=O)N2CCCCCC2)c1` gave TR-FRET SRC-2 ct 1631, bIAP inhibitor -12, PPARg SRC1 recr 4, HMGR II inh 0, bIAP activator 1.1, PPARg SRC3 recr 0, TNAP inh hi DEA 2, PPARg SRC2 recr 4, TNAP inh no acc -18 and TNAP act hi DEA 1.
For COc1ccc(N(CC(=O)N2CCN(C)CC2)S(=O)(=O)c2ccccc2)cc1OC the results were TR-FRET SRC-2 ct 1555, bIAP inhibitor 6, PPARg SRC1 recr 6, HMGR II inh -4, bIAP activator 0.9, PPARg SRC3 recr 22, TNAP inh hi DEA -4, PPARg SRC2 recr 12, TNAP inh no acc -20 and TNAP act hi DEA 1.
COc1ccc(-c2nc(-c3ccccn3)nc(N3CCN(C)CC3)c2C#N)cc1 was read as TR-FRET SRC-2 ct 1480, bIAP inhibitor -24, PPARg SRC1 recr -2, HMGR II inh 0, bIAP activator 1.2, PPARg SRC3 recr 1, TNAP inh hi DEA -2, PPARg SRC2 recr 3, TNAP inh no acc -11 and TNAP act hi DEA 1.
`COC(=O)[C@@H]1CCCN1C(=O)CCc1nnc(CCC2CCCCC2)o1` gave TR-FRET SRC-2 ct 1605, bIAP inhibitor 8, PPARg SRC1 recr -4, HMGR II inh 1, bIAP activator 0.9, PPARg SRC3 recr 4, TNAP inh hi DEA -3, PPARg SRC2 recr 0, TNAP inh no acc -9 and TNAP act hi DEA 1.
Screening Cc1ccc2nc(/C(C#N)=C/c3ccc(-c4cccc([N+](=O)[O-])c4)o3)[nH]c2c1 returned TR-FRET SRC-2 ct 1499, bIAP inhibitor 10, PPARg SRC1 recr -3, HMGR II inh 0, bIAP activator 0.9, PPARg SRC3 recr -5, TNAP inh hi DEA 8, PPARg SRC2 recr 0, TNAP inh no acc 15 and TNAP act hi DEA 0.9.
Screening Cc1nnc(SCC(=O)Nc2sc3c(c2C#N)CCCCC3)n1N returned TR-FRET SRC-2 ct 1708, bIAP inhibitor 5, PPARg SRC1 recr 5, HMGR II inh 0, bIAP activator 1, PPARg SRC3 recr 8, TNAP inh hi DEA -2, PPARg SRC2 recr 18, TNAP inh no acc -5 and TNAP act hi DEA 1.
Cc1nc2ccc(F)cc2cc1C(=O)Nc1cccc(Cl)c1C was read as TR-FRET SRC-2 ct 1544, bIAP inhibitor -3, PPARg SRC1 recr 2, HMGR II inh 1, bIAP activator 1, PPARg SRC3 recr -1, TNAP inh hi DEA -1, PPARg SRC2 recr -4, TNAP inh no acc -12 and TNAP act hi DEA 1.
O=C1CSC(c2cn(-c3ccccc3)nc2-c2cc3ccccc3oc2=O)N1Cc1ccco1 (stereo not given) was read as TR-FRET SRC-2 ct 1489, bIAP inhibitor 7, PPARg SRC1 recr 14, HMGR II inh -6, bIAP activator 0.9, PPARg SRC3 recr 5, TNAP inh hi DEA -6, PPARg SRC2 recr 5, TNAP inh no acc -5 and TNAP act hi DEA 1.1.
Screening CC1CCN(C(=S)NC(=O)c2cccs2)CC1 returned TR-FRET SRC-2 ct 1615, bIAP inhibitor -10, PPARg SRC1 recr -7, HMGR II inh 0, bIAP activator 1.1, PPARg SRC3 recr 5, TNAP inh hi DEA -1, PPARg SRC2 recr 6, TNAP inh no acc -10 and TNAP act hi DEA 1.
Screening Cc1cc(C)c(NC(=O)CCCC(=O)O)c(Cl)c1 returned TR-FRET SRC-2 ct 1395, bIAP inhibitor 6, PPARg SRC1 recr 1, HMGR II inh -2, bIAP activator 0.9, PPARg SRC3 recr -11, TNAP inh hi DEA -7, PPARg SRC2 recr 4, TNAP inh no acc -6 and TNAP act hi DEA 1.1.
Screening Cc1ccc(NC(=O)C(C)N2C(=O)c3ccccc3C2=O)nc1 (stereo not given) returned TR-FRET SRC-2 ct 1358, bIAP inhibitor -3, PPARg SRC1 recr -10, HMGR II inh 0, bIAP activator 1, PPARg SRC3 recr -2, TNAP inh hi DEA -1, PPARg SRC2 recr -7, TNAP inh no acc -5 and TNAP act hi DEA 1.
Nc1nc(CSc2ncn[nH]2)nc(Nc2ccc(F)cc2)n1 was read as TR-FRET SRC-2 ct 1488, bIAP inhibitor -7, PPARg SRC1 recr 7, HMGR II inh -3, bIAP activator 1.1, PPARg SRC3 recr 5, TNAP inh hi DEA 0, PPARg SRC2 recr 7, TNAP inh no acc -8 and TNAP act hi DEA 1.
For CCc1nnc(NC(=S)Nc2ccccc2)s1 the results were TR-FRET SRC-2 ct 1667, bIAP inhibitor 8, PPARg SRC1 recr 7, HMGR II inh -4, bIAP activator 0.9, PPARg SRC3 recr 5, TNAP inh hi DEA -4, PPARg SRC2 recr 8, TNAP inh no acc 2 and TNAP act hi DEA 1.
`O=C(/C=C/c1cccs1)N1CCCCC1` gave TR-FRET SRC-2 ct 1593, bIAP inhibitor 2, PPARg SRC1 recr 2, HMGR II inh 0, bIAP activator 1, PPARg SRC3 recr 1, TNAP inh hi DEA 2, PPARg SRC2 recr -1, TNAP inh no acc -3 and TNAP act hi DEA 1.
CCn1c(=O)c(C(=O)NCCCO)c(O)c2ccccc21 was read as TR-FRET SRC-2 ct 1399, bIAP inhibitor -1, PPARg SRC1 recr 0, HMGR II inh 0, bIAP activator 1, PPARg SRC3 recr 2, TNAP inh hi DEA -2, PPARg SRC2 recr -6, TNAP inh no acc 8 and TNAP act hi DEA 1.
Screening CC(C)C(=O)n1nc(-c2cccnc2)nc1NCc1cccs1 returned TR-FRET SRC-2 ct 1700, bIAP inhibitor 8, PPARg SRC1 recr -3, HMGR II inh 0, bIAP activator 0.9, PPARg SRC3 recr 1, TNAP inh hi DEA -2, PPARg SRC2 recr -1, TNAP inh no acc 42 and TNAP act hi DEA 1.
`Cc1cc(OCC(=O)Nc2ccc(S(=O)(=O)N3CCN(C)CC3)cc2)ccc1Cl` gave TR-FRET SRC-2 ct 1542, bIAP inhibitor 7, PPARg SRC1 recr 9, HMGR II inh 0, bIAP activator 0.9, PPARg SRC3 recr 2, TNAP inh hi DEA 1, PPARg SRC2 recr 5, TNAP inh no acc -3 and TNAP act hi DEA 1.
`O=c1c(Cc2c(F)cccc2Cl)c(O)ccn1Cc1ccc(F)cc1` gave TR-FRET SRC-2 ct 1574, bIAP inhibitor -3, PPARg SRC1 recr -2, HMGR II inh 2, bIAP activator 1, PPARg SRC3 recr 3, TNAP inh hi DEA -1, PPARg SRC2 recr 1, TNAP inh no acc -4 and TNAP act hi DEA 1.
CCS(=O)(=O)N1CCC(C(=O)N2CCN(c3ccccc3)CC2)CC1 was read as TR-FRET SRC-2 ct 1494, bIAP inhibitor -1, PPARg SRC1 recr -4, HMGR II inh -3, bIAP activator 1, PPARg SRC3 recr 0, TNAP inh hi DEA -4, PPARg SRC2 recr -5, TNAP inh no acc -8 and TNAP act hi DEA 1.
Screening Cc1cccc(-c2nc(CN3CCCC(C(=O)NC4CCCCC4)C3)c(C)o2)c1 (stereo not given) returned TR-FRET SRC-2 ct 1466, bIAP inhibitor -10, PPARg SRC1 recr 5, HMGR II inh 4, bIAP activator 1.1, PPARg SRC3 recr 0, TNAP inh hi DEA -2, PPARg SRC2 recr -2, TNAP inh no acc 0 and TNAP act hi DEA 1.
COc1ccc(C(=O)Nc2cccc(OC(=O)c3ccc(C)c(C)c3)c2)cc1 was read as TR-FRET SRC-2 ct 1494, bIAP inhibitor 4, PPARg SRC1 recr -5, HMGR II inh -4, bIAP activator 1, PPARg SRC3 recr 8, TNAP inh hi DEA -6, PPARg SRC2 recr 0, TNAP inh no acc -13 and TNAP act hi DEA 1.1.
Screening CCOC(=O)/C(C#N)=C/c1cc2ccc(C)cc2nc1Cl returned TR-FRET SRC-2 ct 1368, bIAP inhibitor 1, PPARg SRC1 recr -3, HMGR II inh -4, bIAP activator 1, PPARg SRC3 recr -7, TNAP inh hi DEA -1, PPARg SRC2 recr 0, TNAP inh no acc -1 and TNAP act hi DEA 1.
`COc1cc(/C=C2\SC(=S)N(Nc3ncc(C(F)(F)F)cc3Cl)C2=O)cc(OC)c1OC` gave TR-FRET SRC-2 ct 1689, bIAP inhibitor 5, PPARg SRC1 recr 7, HMGR II inh -4, bIAP activator 0.9, PPARg SRC3 recr 10, TNAP inh hi DEA 2, PPARg SRC2 recr 12, TNAP inh no acc -11 and TNAP act hi DEA 1.
For Cc1cc(OCC(=O)NC(C)(C)C)ccc1Cl the results were TR-FRET SRC-2 ct 1696, bIAP inhibitor 12, PPARg SRC1 recr 4, HMGR II inh -4, bIAP activator 0.9, PPARg SRC3 recr -2, TNAP inh hi DEA -2, PPARg SRC2 recr 1, TNAP inh no acc -7 and TNAP act hi DEA 1.
Screening Cn1c(C(=O)NCCCN2CCN(c3ccccc3F)CC2)cc2c(=O)[nH]c3ccccc3c21 returned TR-FRET SRC-2 ct 1839, bIAP inhibitor -2, PPARg SRC1 recr 3, HMGR II inh 5, bIAP activator 1, PPARg SRC3 recr 6, TNAP inh hi DEA -8, PPARg SRC2 recr 2, TNAP inh no acc 0 and TNAP act hi DEA 1.1.
For CCC1CN(C(=O)Nc2cccc(C)c2)c2cc(C)ccc2O1 (stereo not given) the results were TR-FRET SRC-2 ct 1667, bIAP inhibitor 19, PPARg SRC1 recr 0, HMGR II inh -4, bIAP activator 0.8, PPARg SRC3 recr -1, TNAP inh hi DEA -6, PPARg SRC2 recr 3, TNAP inh no acc -12 and TNAP act hi DEA 1.1.
`CCCn1c(SCC(=O)NCc2ccc(F)cc2)n[nH]c1=O` gave TR-FRET SRC-2 ct 1822, bIAP inhibitor 12, PPARg SRC1 recr 2, HMGR II inh -7, bIAP activator 0.9, PPARg SRC3 recr 2, TNAP inh hi DEA -6, PPARg SRC2 recr 5, TNAP inh no acc -9 and TNAP act hi DEA 1.1.

Fetched by compound from the entries so far:
For Cc1cc(OCC(=O)NC(C)(C)C)ccc1Cl the results were TR-FRET SRC-2 ct 1696, bIAP inhibitor 12, PPARg SRC1 recr 4, HMGR II inh -4, bIAP activator 0.9, PPARg SRC3 recr -2, TNAP inh hi DEA -2, PPARg SRC2 recr 1, TNAP inh no acc -7 and TNAP act hi DEA 1.
COc1ccc(C(=O)Nc2cccc(OC(=O)c3ccc(C)c(C)c3)c2)cc1 was read as TR-FRET SRC-2 ct 1494, bIAP inhibitor 4, PPARg SRC1 recr -5, HMGR II inh -4, bIAP activator 1, PPARg SRC3 recr 8, TNAP inh hi DEA -6, PPARg SRC2 recr 0, TNAP inh no acc -13 and TNAP act hi DEA 1.1.

Rows were taken by chance. Share with any hit: about 1.6%.
